G9a block = inhibitors of human histone lysine methyltransferase G9a | Potency, µM (titrated, usually from 102 µM), without a hit: at the top dose activity, negative = inhibition, most hits filed as inhibitors | actives 8.8% (n = 350,000) | G9a H3K9 monomethylation, AlphaScreen, 2 h | Q96KQ7; also: % is scaled to controls: 0 for no effect and ±100 for the full control effect; nearly all actives have a fitted effect of over 75% in size
Target sequence (Q96KQ7 913-1193 limits assumed): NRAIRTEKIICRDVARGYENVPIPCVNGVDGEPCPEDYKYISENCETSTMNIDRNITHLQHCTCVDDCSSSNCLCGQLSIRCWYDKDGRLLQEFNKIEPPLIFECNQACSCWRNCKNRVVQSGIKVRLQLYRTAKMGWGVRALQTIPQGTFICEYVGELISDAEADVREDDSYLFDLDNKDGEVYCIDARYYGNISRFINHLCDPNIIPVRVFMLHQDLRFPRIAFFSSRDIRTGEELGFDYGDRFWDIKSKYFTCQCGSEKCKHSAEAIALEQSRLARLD
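G9a (20 nM) preincubated 15 min RT with compounds, then 500 nM biotinylated H3K9 peptide and 20 uM SAM added; 2 h RT reaction. Monomethyl-H3K9 product detected by AlphaScreen with anti-H3K9me1 antibody, streptavidin donor and anti-rabbit IgG acceptor beads.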
POLH inh = DNA polymerase eta (human) inhibition; recombinant Pol eta, fluorescent DNA replication assay; Potency, µM (highest dose often 114 µM), for inactives: at the highest dose activity change, negative = inhibition, usual class: inhibitors; AID 588591; Q9Y253; actives 1.2% (n = 390,000); also: % is scaled to controls: 0 for no effect and ±100 for the full control effect
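Pol eta at 10 nM preincubated with compounds 15 min at room temperature; reaction started with fluorescent substrate (50 nM final) and read kinetically at 0 and 10 min.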
POLB inh = blocks human DNA polymerase beta activity; Pol beta primer extension/strand displacement, fluorescence kinetic; Potency, µM (series often up to 114 µM), without a hit: at the highest dose activity change, negative = inhibition, hits mostly inhibitors; AID 485314; actives 1.3% (n = 340,000); P06746; also: % is scaled to controls: 0 for no effect and ±100 for the full control effect
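Enzyme-only controls used 10 nM Pol beta; buffer lacking enzyme served as negative control. Compound preincubated 15 min, then 50 nM substrate added; 0 and 10 min reads at room temperature.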
POLK inh = inhibitors of human DNA polymerase kappa; Potency, µM (top dose mostly 107 µM), without a hit: top-dose activity, negative = inhibition, actives largely listed as inhibitors; purified Pol kappa, fluorescent DNA synthesis assay, 10 min; actives 0.53% (n = 400,000); also: % is scaled to controls: 0 for no effect and ±100 for the full control effect
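Kinetic fluorescence screen: compound preincubated 15 min RT with 10 nM enzyme; 50 nM substrate (final) initiates; reads at 0/10 min.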
BAZ2B inh = BAZ2B (human) inhibition. Q9UIF8. AlphaScreen BAZ2B-H3K14Ac peptide displacement. Potency, µM (doses to about 114 µM), without a hit: top-dose activity change, negative = inhibition, most hits filed as inhibitors. actives 4.4% (n = 360,000). AID 504333; also: % is scaled to controls: 0 for no effect and ±100 for the full control effect; nearly all actives have a fitted effect of over 60% in size
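Compounds, titrated to a top concentration of 110 uM, were incubated 30 min at room temperature with preformed BAZ2B/acetyl-K14 H3 peptide complex (50 nM each). Proximity signal was measured by AlphaScreen after 20 min with beads.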
APEX1 inh = blocks human APE1 abasic DNA cleavage | P27695 | recombinant APE1, TAMRA/BHQ-2 abasic DNA cleavage fluorescence | Potency, µM (highest dose often 65.8 µM), inactives show at the highest dose activity change, negative = inhibition, most hits filed as inhibitors | actives 0.35% (n = 350,000) | AID 2517;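 also: plate controls were vehicle for no effect and reference inhibitor for full effect; nearly all actives have a fitted effect of over 55% in size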
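APE1 at 0.75 nM preincubated 15 min at room temperature with compound. Reaction then started with 50 nM double-stranded THF-abasic substrate labelled with TAMRA/BHQ-2, and 525/598 nm fluorescence read kinetically. Activity taken as third-minus-first read difference, normalized to DMSO and NSC13755 controls.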
Apoferritin bind = binds horse apoferritin like a general anesthetic. Potency, µM (top dose mostly 77.5 µM), inactives show at the highest dose activity change, negative = displacement, usual class: inhibitors. apoferritin/1-aminoanthracene competitive binding, fluorescence. actives 0.074% (n = 350,000); also: % is scaled to controls: 0 for no effect and ±100 for the full control effect; nearly all actives have a fitted effect of over 20% in size
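Horse-spleen apoferritin (10 uM) was mixed with 50% saturated 1-aminoanthracene in PBS, exposed to compounds for 10 min at room temperature, and read for fluorescence (ex 380 nm, em 535 nm). Competitive displacement was fitted with a four-parameter Hill equation.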
POLI inh = DNA polymerase iota (human) inhibition; Pol iota fluorescent replication assay, 10 min; Potency, µM (doses to about 115 µM), inactives show at the highest dose activity, negative = inhibition, usual class: inhibitors; actives 1% (n = 390,000); AID 588590
Target sequence (Q9UNA4 whole entry, looked up): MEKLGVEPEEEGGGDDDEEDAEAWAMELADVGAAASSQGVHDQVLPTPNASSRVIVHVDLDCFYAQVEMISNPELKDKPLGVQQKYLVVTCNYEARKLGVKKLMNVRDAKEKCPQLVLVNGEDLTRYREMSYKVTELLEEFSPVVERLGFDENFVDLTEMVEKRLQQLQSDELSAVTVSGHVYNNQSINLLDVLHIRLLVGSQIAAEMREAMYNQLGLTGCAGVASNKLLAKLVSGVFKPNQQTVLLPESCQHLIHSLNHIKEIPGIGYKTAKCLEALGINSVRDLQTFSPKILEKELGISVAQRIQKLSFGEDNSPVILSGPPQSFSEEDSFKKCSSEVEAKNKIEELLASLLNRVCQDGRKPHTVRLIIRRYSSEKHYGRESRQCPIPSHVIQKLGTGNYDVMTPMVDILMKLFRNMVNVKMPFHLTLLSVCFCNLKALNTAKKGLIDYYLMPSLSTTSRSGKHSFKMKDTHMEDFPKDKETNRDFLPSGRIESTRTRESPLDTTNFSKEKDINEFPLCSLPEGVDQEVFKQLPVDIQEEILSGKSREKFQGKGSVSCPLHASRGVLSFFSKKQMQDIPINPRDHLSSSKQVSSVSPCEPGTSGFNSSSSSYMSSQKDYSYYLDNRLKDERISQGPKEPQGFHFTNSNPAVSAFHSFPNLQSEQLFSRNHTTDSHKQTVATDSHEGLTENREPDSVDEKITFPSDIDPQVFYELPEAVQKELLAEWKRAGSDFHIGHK
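Fluorescent replication assay read twice, at 0 min and 10 min after adding 50 nM (final) substrate. Enzyme (10 nM) and compounds were first incubated 15 min at room temperature; enzyme-free buffer wells were negative controls.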
BLM inh = Bloom syndrome helicase (human) inhibition. actives 0.2% (n = 350,000). recombinant BLM DNA unwinding, fluorescence dequenching. P54132. Potency, µM (titrated, usually from 56.1 µM), without a hit: top-dose activity change, negative = inhibition, most hits filed as inhibitors;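 also: plate controls were vehicle for no effect and no enzyme for full effect; nearly all actives have a fitted effect of over 35% in size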
Numbers without * were called inactive; ? = inconclusive; / = not tested or not shown; & = joins results of further samples; [ ] = another dose, or the depositor's remark. Calls follow the shape of the dose curve; as a rule, active = well fitted curve in the direction sought with a large enough effect; inconclusive = small, poorly fitted or top-dose-only effect, or another doubt; inactive = no such curve, though single readings can be large; an effect the other way counts as inactive or inconclusive. Potency is read from the fitted curve at half-maximal effect. A portion of the library (hit frequency here may not be typical).

SMILES	G9a block	POLH inh	POLB inh	POLK inh	BAZ2B inh	APEX1 inh	Apoferritin bind	POLI inh	BLM inh
O=C(N/N=C/C=C/c1ccccc1)c1cc2c(ccc3ccccc32)o1	7%[12.7 µM]	?	?	-15%	?	-10%	-4%	1%	-13%
O=C(CCC(=O)Nc1ccccc1Cl)NNC(=O)C1CCCCC1	/	-18%	/	-16%	/	16%	/	47%[activator]	/
CCN(CC)CCOC(=O)c1c(C)oc2ccc(OC)cc12	-18%	2%	3%	-4%	0%	-7%	6%	6%	44%[activator]
O=C(N/N=C/C=C\c1cccc([N+](=O)[O-])c1)c1cccnc1	-4%	-27%	-4%	-1%	?	0%	-1%	8%[58.9 µM]	-5%
COCC(C)NS(=O)(=O)c1ccc(C)cc1 (stereo not drawn)	?	6%	2%	-2%	10%	8%	6%	-7%	-2%
COc1ccccc1NC(=S)N1CCC(c2nc3ccccc3o2)CC1	4%	-5%	-1%	-7%	46%[activator]	2%	-5%	5%	1%
Brc1ccc(CNc2nc3ccccc3n2CCN2CCCCC2)cc1	45µM*	-29%	?	-1%	?	0%	-21%	-5%	-10%
CCOC(=O)c1c(C)sc(-c2c(-c3cc(C)ccc3C)[nH]c3c2c(=O)n(C)c(=O)n3C)c1O	?	?	5.6µM*	-23%	79µM*	/	1%	?	-3%
O=C(CN(CCc1ccccc1)C(=O)c1csnn1)NC1CCCC1	3%	1%	0%	-5%	-14%	8%	-9%	14%	2%
CNC(=S)N/N=C/c1ccccc1OCC(=O)O	/	3%	-5%	6%	?	-6%	2%	-4%	0%
COc1cc2cc3c(N)c(C(=O)NCc4ccco4)sc3nc2cc1OC	28µM*	?	?	?	-4%	?	-11%	?	-24%
Cc1cc(C)n(C(=O)c2cc3sccc3[nH]2)n1	2%[2.33 µM]	-12%	-1%	-14%	7%	5%	?	1%	-4%
CC(=O)Nc1ccc(S(=O)(=O)N2CCCc3ccccc32)cc1	0%[12.7 µM]	-9%	3%	-11%	1%	-2%	-7%	15%	-8%
COc1cccc(-c2nn(C)c3sc(C(=O)NCCc4ccc(Cl)cc4)cc23)c1	0%[59 µM]	-18%	-12%	-22%	/	/	38%[activator]	17%	-9%
COc1ccc2sc(-c3ccc(S(C)(=O)=O)cc3)c(-c3ccc4c(c3)OCCO4)c2c1	/	-7%	/	11%	/	36%	/	65%[activator]	/
O=c1[nH]c(C2CCN(S(=O)(=O)c3ccc(S(=O)(=O)NC4CC4)cc3)CC2)nc2c1nnn2Cc1ccccc1	16%	-3%	-11%	-10%	-14%	-4%	-5%	43%[activator]	-8%
CN(C)S(=O)(=O)c1cccc(NC(=O)CCNC(=O)c2ccccc2Cl)c1	0%[59 µM]	0%	10%	-12%	9%	-2%	-7%	10%	-6%
COC(=O)c1ccc(OCC(=O)NCCC2=CCCCC2)c(OC)c1	/	-8%	/	0%	/	16%	/	-15%	/
O=C(CSc1nnc(CNC(=O)c2ccccc2)o1)NCc1ccccc1	?	-17%	6%	-5%	-2%	8%	-4%	6%	-9%
Cc1cc(C)cc(C(=O)N2CC(C)OC(C)C2)c1 (stereo not drawn)	16%	-12%	-5%	1%	?	10%	-10%	4%	-2%

Arranged by value in POLB inh (largest number first): three from the list above.
structure | G9a block | POLH inh | POLB inh | POLK inh | BAZ2B inh | Apoferritin bind | POLI inh | BLM inh
O=C(CSc1nnc(CNC(=O)c2ccccc2)o1)NCc1ccccc1 | ? | -17% | 6% | -5% | -2% | -4% | 6% | -9%
CCN(CC)CCOC(=O)c1c(C)oc2ccc(OC)cc12 | -18% | 2% | 3% | -4% | 0% | 6% | 6% | 44%[activator]
COc1ccccc1NC(=S)N1CCC(c2nc3ccccc3o2)CC1 | 4% | -5% | -1% | -7% | 46%[activator] | -5% | 5% | 1%

Further entries:
SMILES	G9a block	POLH inh	POLB inh	POLK inh	BAZ2B inh	APEX1 inh	Apoferritin bind	POLI inh	BLM inh
COc1ccc(C2(c3ccc(OC)cc3)NC(=O)N(CC(=O)Nc3ccc(OC)c(OC)c3)C2=O)cc1	-19%	?	23%	-5%	-25%	11%	-11%	-2%	-11%
Cc1cccc(Nc2nc(-c3ccccc3)nc3ccccc23)c1	47%[59 µM]	-7%	-1%	-15%	62%[activator]	/	55%[activator]	13%	-11%
Cc1cc(-c2csc(NCc3ccccc3)n2)c(C)n1C	8.9µM*	-16%	28%	-11%	40µM*	-6%	-16%	48%[activator]	-9%
COC(=O)c1c(-c2ccccc2)csc1NC(=O)c1ccco1	-4%	-8%	0%	-5%[60.1 µM]	-11%	3%	-13%	-1%	0%
c1coc(CNc2ncnc3c2oc2ccccc23)c1	56µM*	1%	7%	-9%	?	-6%	-9%	36%[activator]	2%
CN(C)c1ccc(-c2nc3ccccn3c2Nc2ccc3c(c2)OCCO3)cc1	2.2µM*	/	15%	0%	-32%	/	45%[activator]	10%	-3%
C/C(=N\NC(=O)c1nnn(-c2nonc2N)c1CSc1ccc(C)cc1)c1ccco1	22%	-13%	-25%	-13%	-1%	11%	0%	5%	0%
Cc1ccc(C(=O)C2CCN(S(=O)(=O)c3ccc(C(=O)O)cc3)CC2)cc1	-5%	-8%	2%	2%	-14%	34%[activator]	-6%	-14%	-5%
Cc1cc(C(=O)NNC(=S)NC(C)c2ccccc2)cs1 (stereo not drawn)	8%[59 µM]	-14%	29%	-7%	4%	0%	-5%	-3%	3%
CC(C)Cc1ccc(CN2CCCC(NC(=O)CCCN3CCCC3=O)C2)cc1 (stereo not drawn)	-8%	-22%	6%	-19%	-12%	-8%	7%	8%	1%
CN(CCNC(=O)C1(O)c2ccccc2NC(=O)N1c1ccccc1)Cc1ccccc1 (stereo not drawn)	9%[59 µM]	-8%	3%	8%	11%	6%	-2%	0%	-1%
COCCn1c(SCC(=O)Nc2ccc(C)cc2)nc2c(oc3ccccc32)c1=O	-5%	2%	4%	-15%	5%	-1%	3%	-16%	-5%
CC(=O)c1cccc(N2C(=O)CN(S(C)(=O)=O)CC2(C)C(=O)NC2CCCC2)c1 (stereo not drawn)	1%[59 µM]	-18%	12%	10%	-2%	/	-3%	37%[activator]	2%
CCOc1ccc(Nc2nc3c(C)cccc3cc2C#N)cc1	1%[0.501 µM]	-19%	31%	2%	7%	0%	-9%	146%[activator]	-4%
CCOC(=O)c1nnn(-c2nn3nnnc3c3ccccc23)c1C	29%[59 µM]	7%	5%	0%	16%	0%	-16%	10%	2%
Cc1cc2c(cc1S(=O)(=O)C(C)CC(=O)NCc1ccco1)OCC(=O)N2 (stereo not drawn)	/	10%	27%	-7%	-2%	-9%	-7%	-4%	0%
O=[N+]([O-])c1ccc2nc(-c3cccnc3)[nH]c2c1	/	-9%	-8%	-14%	?	-4%	-1%	33%[activator]	-6%
CCc1ccc(CNC(=O)C2CCN(c3nn4cc(-c5ccc(F)cc5)nc4s3)CC2)cc1	5%[59 µM]	-5%	2%	-4%	2%	/	-15%	20%	-4%
CC(=O)Nc1ccc(S(=O)(=O)NCC2CCC(C(=O)NCCCOC(C)C)CC2)cc1 (stereo not drawn)	-23%[59 µM]	2%&-7%	55%&-17%	-4%	4%&6%	18%	-1%&-5%	?	-1%&1%
CCOC(=O)c1ccc(NC(=O)CC2C(=O)OCCN2CC)cc1 (stereo not drawn)	6.3µM*	8%&-15%	20%&-1%	7%&-1%	-49%&-17%	3%	?	-24%&14%	3%&-1%
CC(=O)NCCNc1ncncc1-c1ccc(N(C)C)cc1	9%[0.501 µM]	/	/	0%[60.1 µM]	/	0%	/	/	1%
COC(=O)c1cc(Cl)c(NC(=O)/C=C/c2ccc(Cl)cc2Cl)cc1OC	-34%&-24%[59 µM]	0%&-7%	23%&13%	3%&-1%	0%&-1%	3%	-4%&1%	27%&29%	-4%&0%
Cc1onc(-c2ccccc2)c1CNC(=O)Nc1cccc(Cl)c1	/	0%	11%	-8%	-7%	8%	8%	16%	-8%
COc1ccc(NC(=O)c2oc3ccc(S(=O)(=O)N4CCOCC4)cc3c2C)c(OC)c1	16%[59 µM]	0%&0%	0%	-18%	1%	/	39%[activator]	35%&-7%[activator]	-4%

Of the compounds above, these contain an aryl methoxy group.
SMILES	G9a block	POLH inh	POLB inh	POLK inh	BAZ2B inh	APEX1 inh	Apoferritin bind	POLI inh	BLM inh
CCN(CC)CCOC(=O)c1c(C)oc2ccc(OC)cc12	-18%	2%	3%	-4%	0%	-7%	6%	6%	44%[activator]
COc1ccccc1NC(=S)N1CCC(c2nc3ccccc3o2)CC1	4%	-5%	-1%	-7%	46%[activator]	2%	-5%	5%	1%
COc1cc2cc3c(N)c(C(=O)NCc4ccco4)sc3nc2cc1OC	28µM*	?	?	?	-4%	?	-11%	?	-24%
COc1cccc(-c2nn(C)c3sc(C(=O)NCCc4ccc(Cl)cc4)cc23)c1	0%[59 µM]	-18%	-12%	-22%	/	/	38%[activator]	17%	-9%
COc1ccc2sc(-c3ccc(S(C)(=O)=O)cc3)c(-c3ccc4c(c3)OCCO4)c2c1	/	-7%	/	11%	/	36%	/	65%[activator]	/
COC(=O)c1ccc(OCC(=O)NCCC2=CCCCC2)c(OC)c1	/	-8%	/	0%	/	16%	/	-15%	/
COc1ccc(C2(c3ccc(OC)cc3)NC(=O)N(CC(=O)Nc3ccc(OC)c(OC)c3)C2=O)cc1	-19%	?	23%	-5%	-25%	11%	-11%	-2%	-11%
COC(=O)c1cc(Cl)c(NC(=O)/C=C/c2ccc(Cl)cc2Cl)cc1OC	-34%&-24%[59 µM]	0%&-7%	23%&13%	3%&-1%	0%&-1%	3%	-4%&1%	27%&29%	-4%&0%
COc1ccc(NC(=O)c2oc3ccc(S(=O)(=O)N4CCOCC4)cc3c2C)c(OC)c1	16%[59 µM]	0%&0%	0%	-18%	1%	/	39%[activator]	35%&-7%[activator]	-4%
